# Screening results: PubChem, National Center for Advancing Translational Sciences (NCATS)
# Gal4-VP16 FLuc: VP16 counterscreen qHTS for inhibitors of ROR gamma transcriptional activity; Drosophila S2 Gal4-VP16 UAS-luciferase, luminescence, 20 h; Potency, µM (series often up to 53.6 µM), inactives show at the top dose activity, negative = inhibition, hits mostly inhibitors; hit rate 3.5% among 310,000; AID 2546, 2010;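 further: Gal4-VP16 expression switched on by copper sulfate through the metallothionein promoter; potency means the concentration at half of the fitted maximal effect; on the % scale 0 is the no-effect control and ±100 the full control effect; nearly all actives have a fitted effect of over 50% in size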
# NPC1 prom act: qHTS Assay for NPC1 Promoter Activators; Huh7 NPC1 promoter luciferase reporter, 24 h; Potency, µM (top dose mostly 9.22 µM), inactives show at the highest dose activation, actives largely listed as activators; hit rate 2.4% among 320,000;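 further: potency means the concentration at half of the fitted maximal effect; % of control where 0% means no effect; nearly all actives have a fitted effect of over 60% in size; reporter is driven by a mutant NPC1 promoter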
#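 Luminescence read-out of NPC1 promoter-driven luciferase in stably transfected Huh7 cells; compounds delivered in DMSO and left 24 h at 37C, 5% CO2, qHTS titration format.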
# FLuc counter: qHTS profiling assay for firefly luciferase inhibitor/activator using purifed enzyme and Km concentrations of substrates (counterscreen for miR-21 project); Luciferin 4-monooxygenase (Photinus pyralis), P08659; purified FLuc, Km substrates, luminescence inhibition; Potency, µM (top dose mostly 57.5 µM), for the others: at the highest dose activity change, negative = inhibition, most hits filed as inhibitors; hit rate 6.9% among 360,000;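 further: potency means the concentration at half of the fitted maximal effect; plate controls were vehicle for no effect and reference inhibitor for full effect; nearly all actives have a fitted effect of over 55% in size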
# Target sequence (P08659 whole entry, looked up): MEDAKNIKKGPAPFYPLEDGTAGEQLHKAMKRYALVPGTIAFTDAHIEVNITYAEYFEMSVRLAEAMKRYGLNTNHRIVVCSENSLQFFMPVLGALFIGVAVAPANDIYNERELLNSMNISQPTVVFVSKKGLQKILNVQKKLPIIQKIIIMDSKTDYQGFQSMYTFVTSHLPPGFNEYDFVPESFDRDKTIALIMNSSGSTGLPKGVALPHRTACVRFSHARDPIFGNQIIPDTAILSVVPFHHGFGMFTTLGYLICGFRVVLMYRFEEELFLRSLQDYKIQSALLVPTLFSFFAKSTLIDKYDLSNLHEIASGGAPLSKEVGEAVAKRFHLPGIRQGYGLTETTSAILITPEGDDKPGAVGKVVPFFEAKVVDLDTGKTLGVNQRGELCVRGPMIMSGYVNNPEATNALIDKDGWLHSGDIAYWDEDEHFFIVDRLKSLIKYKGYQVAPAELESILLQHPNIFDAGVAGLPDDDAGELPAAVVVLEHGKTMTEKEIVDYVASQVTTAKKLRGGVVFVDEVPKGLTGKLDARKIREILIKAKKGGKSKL
#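 Biochemical qHTS of compounds, final roughly 60 µM downward over six points, against 10 nM purified firefly luciferase using Km concentrations of substrates (10 uM D-luciferin, 10 uM ATP) in Tris acetate pH 7.5 buffer; luminescence output.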
# p53 reactivation: qHTS assay for re-activators of p53 using a Luc reporter | H1299 p53-A138V BP100-luciferase reporter, luminescence, 24 h | Potency, µM (top dose mostly 92.2 µM), for inactives: top-dose activity change, positive = activation, most hits filed as activators | hit rate 0.063% among 320,000 | AID 504706, 2011; further: potency means the concentration at half of the fitted maximal effect; % of control where 0% means no effect; nearly all actives have a fitted effect of over 45% in size
#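 H1299 (p53-null), stable ts p53-A138V + BP100-Luc; 1000 cells/well, Opti-MEM/10% FBS; cpd 4 pt, 1:5; 24 h, 37 deg C, 5% CO2; detection reagent 10 min RT; luminescence.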
# Rab9 promoter act: qHTS Assay for Rab9 Promoter Activators | Potency, µM (doses to about 9.22 µM), without a hit: at the highest dose activation, negative = inhibition, most hits filed as activators | AID 485297, 2010 | Huh7 Rab9 promoter-luciferase reporter, luminescence, 24 h | hit rate 2.8% among 320,000; further: potency means the concentration at half of the fitted maximal effect; % of control where 0% means no effect; nearly all actives have a fitted effect of over 60% in size
#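 Quantitative HTS format; Huh7 Rab9-luciferase reporter cells (1500/well) receive compound 2 h post-plating, incubate 24 h at 37 °C, then get luciferase reagent for 10 min before luminescence reading.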
# BRCA1 expr up: qHTS Assay to Identify Small Molecule Activators of BRCA1 Expression | MCF7-BRCA1-FFLuc reporter, luminescence, 48 h; response scale: scaled: vehicle 0%, 10 µM genistein 100% | Potency, µM (doses to about 46.1 µM), without a hit: at the top dose activation, hits mostly activators | hit rate 1.1% among 380,000 | AID 624202, 2012; further: potency means the concentration at half of the fitted maximal effect; nearly all actives have a fitted effect of over 80% in size; some results filed as inactive show a strong effect at the top dose
#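 Activators of BRCA1 expression were detected as increased firefly luciferase luminescence in engineered MCF7 cells after 48 h compound incubation. Signals were scaled to genistein 10 microM as full activation.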
# RORg inh: qHTS for inhibitors of ROR gamma transcriptional activity. Nuclear receptor ROR-gamma (Mus musculus), P51450. Drosophila S2 Gal4-RORgamma UAS-luciferase reporter, 20 h. Potency, µM (doses to about 53.6 µM), for the others: top-dose activity change, negative = inhibition, actives largely listed as inhibitors. hit rate 5.4% among 310,000; further: potency means the concentration at half of the fitted maximal effect; on the % scale 0 is the no-effect control and ±100 the full control effect; nearly all actives have a fitted effect of over 60% in size
#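 Luminescence from a UAS-regulated Photinus luciferase reporter in stably transfected Drosophila Schneider cells is measured; decreased signal marks ROR gamma inhibition. Fusion expression is induced by 700 uM copper sulfate for 20 hr.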
# Giardia killer: Small Molecules that selectively kill Giardia lamblia: qHTS; activity change, % at 7.66 µM, hits read low; Giardia lamblia trophozoite viability; hit rate 0.15% among 340,000; in the data active means activity change below about -80%; inconclusive means between about -30% and that limit;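 further: parasites exposed to compound for two days anaerobically before the ATP read; on the % scale 0 is the no-effect control and ±100 the full control effect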
#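 Luminescence from cellular ATP indicates surviving trophozoites (100 cells/well) following 48 hrs anaerobic compound treatment at 37 deg C; signal develops 15-30 min at room temperature.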
# Menin-MLL TR inh: qHTS Assay for Inhibitors Targeting the Menin-MLL Interaction in MLL Related Leukemias: Competition With Texas Red Labeled MLL-derived Mutant Peptide; O00255; hit rate 0.23% among 270,000; Menin + Texas Red MLL mutant peptide, fluorescence polarization; Potency, µM (top dose mostly 61.6 µM), inactives show at the top dose FP activity change, negative = inhibition, hits mostly inhibitors; active means well fitted inhibition curve with a large enough effect in the polarisation, with a control signal flat, not every such curve was filed as active; inconclusive means small, poorly fitted or top-dose-only effect, or effect the other way, or a change in a side signal; inactive means no such curve, though single readings can be large or run the other way; the % refers to the polarisation; further: potency means the concentration at half of the fitted maximal effect; % of control where 0% means no effect; many of its hits are not listed in these tables
# ELG1 genotox: qHTS screen for small molecules that induce genotoxicity in human embryonic kidney (HEK293T) cells expressing luciferase-tagged ELG1; HEK293T ELG1-luciferase reporter, luminescence, 16 h; Potency, µM (titrated, usually from 46 µM), inactives show top-dose activity change, positive = activation, usual class: activators; hit rate 1.3% among 330,000; AID 504466, 2011; further: potency means the concentration at half of the fitted maximal effect; % of control where 0% means no effect; nearly all actives have a fitted effect of over 60% in size
#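 Genotoxic stress is detected as increased luminescence from luciferase-tagged ELG1 in HEK293T cells, measured with ONE-Glo after a 16 hr treatment at 37 °C.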
# PKM2 activator: qHTS Assay for Activators of Human Muscle isoform 2 Pyruvate Kinase | Pyruvate kinase PKM (Homo sapiens), P14618 | purified PKM2, Kinase-Glo ATP luminescence, activation; response scale: 0% is enzyme alone, no compound | Potency, µM (doses to about 57.5 µM), for the others: at the top dose activation, usual class: activators | hit rate 0.34% among 260,000 | AID 1631, 2009; further: potency means the concentration at half of the fitted maximal effect; on the % scale 0 is the no-effect control and ±100 the full control effect; nearly all actives have a fitted effect of over 55% in size
# Target sequence (P14618 whole entry, looked up, canonical isoform): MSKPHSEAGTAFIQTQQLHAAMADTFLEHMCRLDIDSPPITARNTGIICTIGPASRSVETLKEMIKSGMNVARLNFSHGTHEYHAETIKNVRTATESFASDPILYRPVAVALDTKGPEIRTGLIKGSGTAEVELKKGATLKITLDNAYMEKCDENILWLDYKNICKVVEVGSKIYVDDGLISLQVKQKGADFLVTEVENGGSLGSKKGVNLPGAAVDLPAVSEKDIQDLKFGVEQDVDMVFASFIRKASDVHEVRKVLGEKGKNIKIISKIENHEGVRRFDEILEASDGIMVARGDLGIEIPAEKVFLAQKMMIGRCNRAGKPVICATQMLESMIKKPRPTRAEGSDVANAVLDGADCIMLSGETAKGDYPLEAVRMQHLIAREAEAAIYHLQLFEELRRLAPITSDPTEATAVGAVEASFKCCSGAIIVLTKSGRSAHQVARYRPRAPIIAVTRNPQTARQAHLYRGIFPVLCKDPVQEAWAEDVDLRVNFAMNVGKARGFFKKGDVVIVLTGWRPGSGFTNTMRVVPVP
#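 Kinase-Glo luminescence reports ATP generated from ADP (0.1 mM) and PEP (0.5 mM) by purified hPK-M2 after 1 h at room temperature, pH 7.2 imidazole buffer; intermediate enzyme activity allows detecting inhibitors and activators.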
# * hit, by the source's call; ? = inconclusive; . = no result given; [ ] = remark or other dose. Unless noted, the call rests on the fitted dose curve; in most records, active means well fitted curve in the direction sought with a large enough effect; inconclusive means small, poorly fitted or top-dose-only effect, or another doubt; inactive means no such curve, though single readings can be large; an effect the other way counts as inactive or inconclusive. Not all compounds are listed; rates above refer to the full screens.
SMILES,Gal4-VP16 FLuc,NPC1 prom act,FLuc counter,p53 reactivation,Rab9 promoter act,BRCA1 expr up,RORg inh,Giardia killer,Menin-MLL TR inh,ELG1 genotox,PKM2 activator
O=C(NC1CCCCC1)C(c1ccccc1)N1CCc2ccccc21 (configuration not stated),12.3%,-0.5%,0.1%,15.4%,-3.8%,-3.9%,33.7%,-21.7,0.9%[11.7 µM],-11.7%,-18.3%
COc1ccc(S(=O)(=O)N2CCCCCC2)cc1C(=O)N(C)Cc1ccccc1F,.,0.0%,3.5%,-8.6%,-4.8%,-1.5%,.,6.3,.,-1.8%,.
COC(=O)CCC(=O)OC1(C)C(=O)C2=CN(C(CO)CO)C(c3ccc(OC)cc3)=CC2=C(Br)C1=O (configuration not stated),3.6%,0.7%,-3.4%,3.9%,-3.2%,.,-14.5%,.,-15.1%[11.7 µM],-0.3%,2.8%[11.5 µM]
O=C1c2ccccc2C(=O)N1CCCCN(C(=O)c1ccco1)c1ccc(Cl)cc1,?,4.7%,3.2%,-5.3%,1.8%,-33.9%,-38.4%,-9.9,?,-19.0%,-4.7%
COc1ccc(C(=O)NNC(=O)c2ccc(S(=O)(=O)N3CC(C)OC(C)C3)cc2)cc1 (configuration not stated),-5.1%,-0.6%,-11.9%,-2.3%,3.7%,22.2%,9.0%,15.4,17.5%,2.3%,-2.2%
COc1ccc(OC)c(NC(=O)CSCC(=O)O)c1,-17.6%,-1.2%,0.3%,9.2%,3.6%,-1.4%,-13.9%,10.4,5.6%,2.8%,14.8%
O=C(O)c1nccnc1C(=O)Nc1ccccc1-c1ccccc1,-4.5%,1.5%,-11.5%,-0.2%,-2.9%,3.5%,15.2%,3.2,.,-0.3%,-17.5%
COC(=O)C(C)Sc1ccc2nnc(-c3ccccc3)n2n1 (configuration not stated),-11.7%,-1.6%,1.0%,2.4%,-3.7%,3.2%,-17.2%,-3.5,-22.9%,-0.3%,2.7%
COc1cc([N+](=O)[O-])ccc1-c1ccc(/C=N/NC(=O)c2ccccc2O)o1,3.98µM*,0.8%,?,-3.0%,-3.8%,.,1µM*,.,.,-11.6%,-3.2%
O=C(NC1CCCC1)c1ccc(Br)c(S(=O)(=O)N2CCCCC2)c1,-9.2%,-0.6%,1.4%,-2.3%,-0.2%,-23.2%,-4.3%,-11.9,.,-7.3%,.
CC(Oc1ccc2ccc(=O)oc2c1)C(=O)NC1CCN(Cc2ccccc2)CC1 (configuration not stated),1.1%,-2.6%,-0.3%,8.4%,-5.6%,-10.1%,-22.6%,-3.2,16.5%,-0.4%[9.26 µM],.
CCc1cccc(C)c1NC(=S)NCc1ccc2c(c1)cc(C)n2C,7.94µM*,-4.2%,0.7%,5.3%,-18.8%,-3.7%,5.62µM*,14.9,-3.5%,.,-0.4%
CCOc1ccc(OCCC(=O)NNC(=O)c2cc(C)oc2C)cc1,.,-0.2%,-0.5%,2.5%,2.9%,-2.7%,.,9.4,.,3.1%,.
CN(CC(O)COc1ccc(OCC(O)CN(C)C2CCCCC2)cc1)C1CCCCC1 (configuration not stated),-13.7%,.,7.2%,.,.,-44.8%,-8.7%,12.7,8.8%,.,-0.5%
CCCc1cc2c(-c3ccccc3)cc(=O)oc2cc1OCc1ccc(C(=O)O)o1,-16.4%,0.1%,?,2.1%,-6.1%,2.3%,1.6%,2.8,17.8%,0.2%,-0.6%
O=C(CC1CCCC1)N1CCN(S(=O)(=O)c2ccc(F)cc2)CC1,.,0.5%,0.2%,8.6%,6.0%,-14.6%,.,-15.9,.,-0.1%,.
CCOC(=O)c1cn[nH]c1N,-15.0%,-3.0%,-0.1%,-10.2%,-2.9%,8.2%,-16.8%,-0.8,-13.3%,-4.7%,-0.2%
CCOc1ccc2nc(NC(=O)c3cnc(C)cn3)sc2c1,5.62µM*,24.5%,6.01µM*,-3.5%,18.4%,20.2%,1.78µM*,-28.4,11.3%,0.1%,-1.4%
Cc1cccc(OCC(=O)NC(=S)NNC(=O)c2ccncc2)c1,?,-4.3%,?,-2.2%,5.9%,-3.3%,?,-8.8,.,-0.1%,-19.1%
Cc1c(Cl)cccc1NC(=O)CCNC(=O)N1CC(=O)Nc2ccccc21,-4.6%,6.9%,1.4%,-1.8%,5.9%,-7.2%,8.8%,17.8,0.6%,-2.2%,-8.0%
CC(=O)NC1C(=O)N=C(SCC(=O)NC2CCCCC2)NC1=O (configuration not stated),-9.4%,-2.1%,1.0%,16.7%,-0.3%,19.9%,5.5%,0.9,0.2%,0.6%,0.2%
COC(=O)c1ccccc1NC(=O)c1cc([N+](=O)[O-])nn1Cc1ccccc1,?,2.1%,-0.9%,3.8%,-4.5%,-20.8%,-30.1%,-17.7,13.0%,4.7%,1.6%
COc1ccccc1C(CC(=O)O)NS(=O)(=O)c1ccc2c(c1)N(C(C)=O)CC(C)O2 (configuration not stated),0.5%,-0.3%,5.1%,0.8%,-0.1%,2.6%,-10.1%,-15.9,.,1.3%,.
Cc1ccc(Cl)cc1NC(=O)CN1CCN(S(=O)(=O)N2CCC(C)CC2)CC1,16.6%,0.2%,0.2%,7.8%,-0.2%,-4.4%,6.0%,11.3,-22.8%,-10.1%,-5.8%
COc1cc(/C=C(\C#N)c2ccccn2)ccc1OCC(=O)Nc1ccc(Br)cc1,?,-1.5%,1.1%,-14.6%,-4.7%,2.5%,-0.4%,-0.8,21.1%,3.5%,-3.4%
Oc1ccc(C=Nc2cccc3ccccc23)c(O)c1,-8.9%,-2.0%,-0.9%,.,16.2%,-30.0%,-39.9%,-6.5,?,-1.5%,-1.4%
Cc1cccc(C)c1NC(=S)N(CCCN1CCCCC1)Cc1ccco1,5.5%[10 µM],0.2%,0.2%,1.6%,1.0%,-13.2%,-24.9%,8.0,-5.3%,-7.7%,-0.8%
CCOC(=O)CNC(=O)c1ccc2[nH]c3ccccc3c2c1,16.0%,-3.7%,16.9µM*,2.3%,-2.7%,56.7%,?,-3.8,5.4%,7.2%,-3.6%
O=C1CC(N2CCN(c3ccccc3)CC2)C(=O)N1c1cccc(Br)c1 (configuration not stated),.,3.0%,1.1%,.,-0.3%,1.9%,.,-22.6,9.5%,2.3%,6.0%
C/C(=N/NC(=O)c1ccncc1)c1ccc(NC(=O)c2ccccc2)cc1,7.3%,-4.0%,21.3µM*,3.6%,-0.1%,3.0%,-21.4%,-17.9,-27.4%,1.5%,.
COCc1[nH]nc2c1C(c1ccc(OC)c(OC)c1)C(C#N)=C(N)O2 (configuration not stated),6.9%,10.4%,-1.3%,2.3%,1.4%,53.1%,-11.3%[10 µM],-24.9,1.9%,7.0%,6.5%
CCOC(=O)C1=C(CS(=O)(=O)c2ccccc2)NC(=O)NC1c1cccc(OC)c1 (configuration not stated),0.0%,-1.1%,0.7%,-3.4%,5.5%,-6.3%,25.6%,-6.0,-22.0%,-5.5%,0.7%
COc1ccc(F)cc1S(=O)(=O)Nc1ccncc1,0.8%,3.3%,1.0%,?,3.0%,1.1%,?,6.4,-8.8%,0.5%,-1.1%
O=C(NNc1cc(N2CCOCC2)nc(N2CCOCC2)n1)C12CC3CC(CC(C3)C1)C2,-4.1%,0.9%,5.0%,-1.4%,-11.0%,-96.6%[inhibitor],-5.8%,-23.2,0.9%,-0.6%,15.6%
O=C(Oc1cccc([N+](=O)[O-])c1)c1ccc2c(=O)n3c(nc2c1)CCC3,.,-7.4%,-0.4%,7.0%,-4.1%,7.2%,.,9.0,.,2.5%,.
Cn1c(=O)c2c(nc(Br)n2CCSc2nnnn2-c2ccccc2)n(C)c1=O,-8.5%,-1.4%,-2.0%,3.4%,-4.7%,-21.7%,4.8%,2.7,13.2%,-6.8%,6.3%
